HEK293 tox = Cytotoxic Profiling in HEK 293 Cell Line of Diverse Libraries Using Quantitative High-Throughput Screening | 94,000 compounds, 6.6% hits | HEK 293 viability, ATP luminescence (CellTiter-Glo), 48-72 h | Potency, µM (doses to about 115 µM), inactives show top-dose activity change, negative = cytotoxicity, actives largely listed as inhibitors | AID 1345083, 2018; further: potency means the concentration at half of the fitted maximal effect; nearly all actives have a fitted effect of over 60% in size
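Pintool-delivered compounds were incubated with HEK 293 cells (250 cells/well) at 37 degree Celsius for 48 or 72 hr. ATP-dependent luminescence (CellTiter-Glo) then reported remaining viable cells.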
HEK293 viab = GF-AFC viability counterscreen for inhibitors of alpha-synuclein gene (SNCA) expression; Potency, µM (highest dose often 57.1 µM), inactives show top-dose activity change, negative = cytotoxicity, actives largely listed as cytotoxic; HEK-293-SNCA-luc viability, GF-AFC fluorescence, 24 h; 150,000 compounds, 0.12% hits;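 further: potency means the concentration at half of the fitted maximal effect; 0% = DMSO-treated cells and -100% = medium-only wells without cells; nearly all actives have a fitted effect of over 30% in size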
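Cytotoxicity counterscreen: after 24 h compound treatment of genome-edited SNCA-luciferase HEK-293 cells, live-cell protease substrate GF-AFC read by fluorescence after 30 min; activity scaled between DMSO (0%) and medium-only (-100%), curves Hill-fitted.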
Luciferase inh = Firefly luciferase inhibition profiling of diverse chemical library using quantitative high-throughput screening | Luciferin 4-monooxygenase (Photinus pyralis), P08659 | purified P. pyralis luciferase, luminescence, biochemical | Potency, µM (titrated, usually from 115 µM), for inactives: at the top dose activity change, negative = inhibition, most hits filed as inhibitors | 76,000 compounds, 2.5% hits | AID 1347043, 2019; further: potency means the concentration at half of the fitted maximal effect; nearly all actives have a fitted effect of over 65% in size
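Cell-free enzyme assay, 10nM P. pyralis luciferase, luciferin and ATP each at 10uM. Inhibition profiled over a 6-point titration, read as luminescence.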
SNCA expr inhib = Primary qHTS assay for inhibitors of alpha-synuclein gene (SNCA) expression | HEK-293 SNCA-luciferase knock-in, luminescence, 24 h | Potency, µM (top dose mostly 57.2 µM), for the others: at the top dose activity change, negative = inhibition, most hits filed as inhibitors | 140,000 compounds, 0.17% hits;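 further: potency means the concentration at half of the fitted maximal effect; plate controls were DMSO cells for no effect and cell-free wells for full effect; nearly all actives have a fitted effect of over 45% in size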
3T3 cytotox = Cytotoxic Profiling in NIH 3T3 Cell Line of Diverse Libraries Using Quantitative High-Throughput Screening | NIH 3T3 viability, CellTiter-Glo ATP luminescence, 48-72 h | Potency, µM (titrated, usually from 96.7 µM), for the others: at the highest dose activity change, negative = cytotoxicity, hits mostly inhibitors | 94,000 compounds, 4.3% hits | AID 1345082, 2018; further: potency means the concentration at half of the fitted maximal effect; nearly all actives have a fitted effect of over 55% in size
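Cells were seeded at 400 per well, treated with pin-transferred compound, and kept 48 or 72 hr at 37 °C before CellTiter-Glo addition and luminescence imaging of cellular ATP.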
IP6K1 inh = Primary qHTS assay for small molecule inhibitors of Inositol hexaphosphate kinase 1 (IP6K1) | Inositol hexakisphosphate kinase 1 (Homo sapiens), Q92551 | IP6K1 kinase, ADP-Glo luminescence, 2 h; hits give low values | activity change, % (series mostly up to about 58 µM) | 140,000 compounds, 0.81% hits | AID 1645851, 2021; in the data active means activity change below about -25%
Target sequence (Q92551 whole entry, looked up): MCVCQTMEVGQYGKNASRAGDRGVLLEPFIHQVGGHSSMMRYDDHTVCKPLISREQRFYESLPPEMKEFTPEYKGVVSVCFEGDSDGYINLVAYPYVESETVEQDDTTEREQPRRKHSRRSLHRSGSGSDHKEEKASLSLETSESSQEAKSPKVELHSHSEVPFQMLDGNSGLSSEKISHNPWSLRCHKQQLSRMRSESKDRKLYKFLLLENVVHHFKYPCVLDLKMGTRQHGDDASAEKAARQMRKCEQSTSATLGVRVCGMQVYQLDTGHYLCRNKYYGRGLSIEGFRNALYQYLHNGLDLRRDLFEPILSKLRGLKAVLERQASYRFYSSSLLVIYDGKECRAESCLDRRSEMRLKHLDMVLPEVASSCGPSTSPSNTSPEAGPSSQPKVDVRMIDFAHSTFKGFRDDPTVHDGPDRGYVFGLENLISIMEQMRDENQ
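ADP-Glo luminescence measures ADP made by human IP6K1 during a 2 h RT reaction with ATP/IP6 (mix at 1.3 mM/130 uM); top library doses 57.5 and 19.1 uM final.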
GPT2 inhibitor = Primary qHTS assay for inhibitors of Glutamate pyruvate transaminase 2 (GPT2) | 100,000 compounds, 0.25% hits | Potency, µM (series often up to 57.7 µM), for inactives: at the highest dose activity change, negative = inhibition, actives largely listed as inhibitors | AID 1671188, 2021 | Alanine aminotransferase 2 (Homo sapiens), Q8TD30 | Recombinant GPT2, coupled pyruvate oxidase/HRP Amplex Red fluorescence; further: potency means the concentration at half of the fitted maximal effect; nearly all actives have a fitted effect of over 60% in size; many of its hits are not listed in these tables
Target sequence (Q8TD30 whole entry, looked up): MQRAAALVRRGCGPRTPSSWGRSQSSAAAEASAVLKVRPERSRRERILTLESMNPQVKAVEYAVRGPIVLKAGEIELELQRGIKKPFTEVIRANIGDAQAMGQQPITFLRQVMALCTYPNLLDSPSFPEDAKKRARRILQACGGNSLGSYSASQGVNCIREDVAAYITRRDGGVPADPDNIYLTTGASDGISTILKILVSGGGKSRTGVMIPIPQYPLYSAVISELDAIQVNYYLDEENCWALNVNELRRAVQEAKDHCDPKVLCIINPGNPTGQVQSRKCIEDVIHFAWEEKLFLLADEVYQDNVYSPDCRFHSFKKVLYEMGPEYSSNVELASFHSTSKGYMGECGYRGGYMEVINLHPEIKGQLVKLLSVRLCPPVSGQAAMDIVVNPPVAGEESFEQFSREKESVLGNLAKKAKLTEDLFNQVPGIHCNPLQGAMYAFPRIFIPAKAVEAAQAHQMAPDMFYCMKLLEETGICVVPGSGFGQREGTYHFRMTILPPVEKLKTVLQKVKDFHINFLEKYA
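Fluorescence of coupled pyruvate oxidase/HRP/Amplex Red system (50uM Amplex, 30 min, dark) reports pyruvate formed by GPT2. Enzyme reaction: 10ng/uL GPT2, 2mM L-alanine, 250uM a-KG, 30 min room temperature, pH 7.5; 50uM AOA control.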
* marks the source's active call; other numbers are inactive results; i = inactive; ? = inconclusive; / = not tested or not shown; & = joins results of further samples; [ ] = dose if it differs, or a comment. Unless noted, the call rests on the fitted dose curve; in most records, active means well fitted curve in the direction sought with a large enough effect; inconclusive means small, poorly fitted or top-dose-only effect, or another doubt; inactive means no such curve, though single readings can be large; an effect the other way counts as inactive or inconclusive. Unless noted, on the % scale 0 is the no-effect control and ±100 the full control effect. Random draw from the library, and some 7.8% of all compounds hit somewhere here.

compound,Luciferase inh,IP6K1 inh,3T3 cytotox,HEK293 tox,HEK293 viab,SNCA expr inhib,GPT2 inhibitor
Cc1cnc(C2CC2)n1C1CCCN(C(=O)CC(C)C)C1 (centres undefined),-9%,-8,-4%,?,2%,14%,-23%
COc1cccc(CNC(=O)Cc2csc3ccccc23)c1OC,/,17,/,/,15%,31%[activator],/
COc1ccc(CNC(=O)c2cnc3sc(N4CCCC4)nn3c2=O)c(OC)c1,/,38,/,/,5%,9%,/
O=C(Nc1ccccc1)N1CCC(c2nc(CCOc3ccc(F)cc3)no2)C1 (centres undefined),-4%,17,?,?,-6%[12.5 µM],?,3%
COc1ccc(NC(=O)C2CCCN(C(=O)c3cnn(-c4ccccc4)c3-n3cccc3)C2)cc1 (centres undefined),/,-4,/,/,?,?,/
COCC1CN(C)CC12CCN(Cc1ccc(C#N)cc1)CC2 (centres undefined),-4%,23,-24%,?,-16%,-7%,3%
Cn1cc(CN2C[C@@H](F)[C@@H](OCc3nc4ccccc4n3C)C2)cn1,-12%[172 µM],-14,-7%[138 µM],-7%[172 µM],6%[87.6 µM],17%[87.6 µM],i
Cc1ccc(NC(=O)c2nc(S(C)(=O)=O)ncc2N(Cc2cccc(F)c2)Cc2ccco2)cc1C,/,-8,/,/,-15%,1%,/
O=C(Cn1cccc1-c1nc(-c2ccc3c(c2)OCO3)no1)Nc1ccc(F)cc1,-19%,20,4%,-6%,-7%,23%,i
O=c1[nH]c([C@@H]2CCCN2)nc2c1oc1ccc(Cl)cc12,/,-13,/,/,-28%,/,i
Clc1ccc(CN2CCC3(CC2)CC(c2cccnc2)=NO3)cc1,/,5,-22%,?,-8%,-18%,-7%
COc1ccc(NC(=O)c2nnn(Cc3ccccc3C)c2N)c(OC)c1,/,-27*,/,/,-16%,?,/
Cc1cn2nc(C(=O)NCc3ccco3)cc2c(=O)[nH]1,?,-5,i,-2%,-8%,51%[activator],i
Cc1ccc2c(=O)c(C(=O)c3ccccc3)cn(CC(=O)NCc3ccccc3)c2n1,/,-4,/,/,-12%,-8%,/
O=C1NCc2ccccc2CC12CCN(Cc1ccc(-c3ccccc3)cc1)CC2,/,-2,25µM*,32µM*,-12%,?,-5%
CCN(Cc1ccccc1)C(=O)Cn1c(=O)n(-c2ccc(Cl)cc2)c(=O)c2c(C)c(C(=O)N(C)C)sc21,/,30,/,/,-16%,8%,/
O=C(Nc1ccc(OCc2cc(=O)n3ccccc3n2)cc1)c1ccccc1Cl,/,7,/,/,4%,31%[activator],/
CCOc1ccc(-c2nnc(SCC(=O)Nc3cc(F)ccc3F)o2)cc1,/,-9,/,/,-6%,-67%,/
COc1ccc(C(=O)N2CCC(N3CC4CCCN4C3=O)CC2)cc1 (centres undefined),10%,15,-22%,-10%,10%,-3%,i
O=C(Nc1cccc(NC(=O)c2ccccc2F)c1)c1ccccc1,/,-1,/,/,26%,18%,/
O=C(Cn1cc(SCc2ccc(C(F)(F)F)cc2)c2ccccc21)N1CCCC1,/,-5,/,/,-8%,32%[activator],/
COCCOCC(=O)NCCc1noc(-c2cccnc2)n1,-9%,4,2%,7%,-1%[12.5 µM],-8%,i
CCc1cc(=O)[nH]c(N2CCOCC2)n1,1%,13,i,7%,17%,-2%,3%
CCCCc1nn(CC(=O)NCc2nc3c(s2)CCCC3)c(=O)n1CC,-2%,11,-19%,-18%,0%,-16%,?
Cc1nc(N2CCC(C(=O)NC3CCC(C)CC3)CC2)cc(C(F)(F)F)n1 (centres undefined),-16%,13,-3%,4%,-6%,-7%,i
Cc1cccc(N2CCN(C(=O)c3ccc4c(c3)c(C)c(C)n4C)CC2C)c1 (centres undefined),/,-12,/,/,29%,-5%,/
COc1cccc(Cn2c(=O)n(-c3cccc(Cl)c3C)c(=O)c3c4c(sc32)CN(C(C)=O)CC4)c1,/,2,/,/,-30%,-8%,/
COc1ccc(Nc2cnc3ccc(N(C)Cc4cccnc4)nn23)cc1,9%[172 µM],-12,?,?,1%[87.6 µM],8%[87.6 µM],1%[88.5 µM]
COCc1cc(C[C@@H]2CC[C@H](O)[C@@H](CNCc3ccc(Cl)cc3)O2)no1,0%[172 µM],-12,-13%[174 µM],-1%[172 µM],1%[87.6 µM],-13%[87.6 µM],1%[88.5 µM]
CCC[C@@H]1CN(C(=O)CCn2cc(Cl)cn2)C[C@H]1C(=O)O,10%,-1,i,1%,10%,-5%,i
COCC1CN(C(C)=O)CC12CCN(C(=O)NCc1ccc(C)cc1)CC2 (centres undefined),-4%,6,i,3%,5%,1%,i
COc1nc2c(cc1CNC(=O)c1ccn[nH]1)C(=O)N(CCc1ccccn1)C2,1%,24,-18%,-1%,3%,-17%,-8%
CN1CCN(c2nc3c(c(=O)[nH]2)CCN(Cc2cn(C)c4ccccc24)CC3)CC1,2%,0,-22%,1%,-18%,-4%,3%
O=C(Cn1ccn2nc(-c3ccc(F)cc3)c(CO)c2c1=O)N1CCCC1,-4%,28,3%,12%,-8%,-2%,i
COc1cccc(N2CC(C(=O)N3CCC(C(=O)N4CCOCC4)C3)NC2=O)c1 (centres undefined),4%,16,-9%,-3%,-4%,5%,2%
C=CCN1C[C@@H]2CN(C(=O)c3cccc(Cl)c3C)C[C@]2(C(=O)O)C1,12%,-5,i,-6%,5%,?,i
CCOC(=O)c1c(S(=O)(=O)NCC(=O)N(C)Cc2ccccc2)c(C)n(C)c1C,/,8,/,/,-4%,?,/
CC(=O)N[C@H]1CO[C@H]2[C@@H]1OC[C@H]2OCC(N)=O,0%[230 µM],1,3%[230 µM],3%[230 µM],3%[87.6 µM],-12%[87.6 µM],-1%[88.5 µM]
COc1cccc(-c2cn3cc(C(=O)N4CCN(C)CC4)nc3s2)c1,/,9,?,-29%,?,137%[activator],i
O=C1c2c(nc(COc3cccc(N4CCOCC4)c3)n2Cc2ccccc2)NCCN1CC1CC1,-22%,-5,?,?,0%,-3%,i
COc1cccc(N2C(=O)[C@@H]3C[C@@H](NC(=O)C4CCN(c5nccc(C(F)(F)F)n5)CC4)CCN3C2=O)c1,0%,-6,-21%,-5%,-7%,15%,2%
COc1ccc(CNC(=O)CNC(=O)c2cccc(-c3ccc(SC)cc3)c2)cc1OC,/,-3,?,32µM*,-26%,12%,-2%
CN1CCN(Cc2nc(C3(O)CCN(Cc4ccccc4F)CC3)cs2)CC1,-10%[172 µM],12,?,?,-5%[87.6 µM],2%[87.6 µM],-25%[88.5 µM]
O=C([C@H]1CCCN1C(=O)c1ccc(F)cc1)N1CCCC(c2nc3ccncc3[nH]2)C1 (some centres undefined),/,16,-9%,-13%,-1%,2%,i
COc1ccc(Cl)cc1Nc1sc(C(=O)c2ccccc2)c(N)c1C(=O)Nc1ccccc1,/,-1,/,/,-4%,-10%,/
CN(Cc1cc2n(n1)CCCNC2)CC1COCCO1 (centres undefined),-1%,14,3%,i,-9%,-23%,-9%
COc1ccc(NC(=O)N2CCC(Oc3ccc(-c4noc(C5CC5)n4)cc3)C2)cc1 (centres undefined),?,-1,-21%,?,-4%,50%[activator],-6%
O=C(NC(C(=O)N1CCCC1)C1CCN(C(=O)c2ccccc2)CC1)c1ccc(F)cc1 (centres undefined),-7%,22,-15%,-7%,-15%,1%,i
COc1cccc(CC(=O)N2CCN(c3cc(-c4ccc(Cl)cc4)[nH]n3)CC2)c1,-4%,1,?,?,-8%,-12%,i
Cc1cccc(-c2nc3scc(CCNS(=O)(=O)c4ccc(F)c(C(F)(F)F)c4)n3n2)c1,/,3,/,/,3%,28%,/

Next part.
compound,Luciferase inh,IP6K1 inh,3T3 cytotox,HEK293 tox,HEK293 viab,SNCA expr inhib,GPT2 inhibitor
O=C(c1ccccc1F)N1CCC2(CC1)N=C(c1ccccc1)NO2,1%,11,-6%,?,6%,31%[activator],i
Cn1ncc2c(C(=O)NCc3ccc(F)c(F)c3)cc(-c3ccsc3)nc21,/,2,?,?,?,?,i
COc1cccc(-c2cc(C(=O)N(C)CC#N)c3cnn(C)c3n2)c1,/,8,?,?,/,/,/
O=c1n(-c2ccc([N+](=O)[O-])cc2)nc2n1CCN(Cc1ccsc1)C2,?,8,?,40µM*,?,104%[activator][87.6 µM],i
CC(=O)O[C@H]1[C@H](O[C@H]2CC[C@]34C[C@]35CC[C@]3(C)[C@@H]([C@@]6(C)CC[C@@H](C(C)(C)O)O6)[C@@H](O)C[C@@]3(C)[C@@H]5C[C@H](O[C@@H]3O[C@H](CO)[C@@H](O)[C@H](O)[C@H]3O)[C@H]4C2(C)C)OC[C@@H](OC(C)=O)[C@@H]1O,/,7,/,/,17%,/,i
COc1cc(F)c(F)c(Nc2ccc(I)cc2F)c1NS(=O)(=O)C1(C[C@H](O)CO)CC1,/,-6,/,/,-20%&-6%,-16%,i
COc1ccc(OC)c(C(=O)CN2C(=O)N(c3ccc(C)cc3)S(=O)(=O)c3ccccc32)c1,/,-2,/,/,-2%,1%,/
CC1(c2ccccc2)N(Cc2ccccc2F)C(=O)OC12CCN(C(=O)CCc1ccccn1)CC2 (centres undefined),4%,-14,?,?,10%,6%,-5%
O=C(c1ccc2c(c1)OCO2)N1CCN(c2ccc3nnc(-c4ccccc4)n3n2)CC1,/,9,?,?,/,/,/
O=S(=O)(c1cccc(F)c1)N1CC[C@@H]2COCCN(Cc3ccccc3)[C@@H]2C1,0%,-1,?,?,-22%,-12%,i
Cc1ccc(S(=O)(=O)C2(C(=O)Nc3ccc(C)c(Cl)c3)CC2)cc1,/,-3,/,/,-2%,0%,/
COC(=O)N1CCC(c2nn(-c3ccccn3)c(=O)[nH]2)CC1,/,11,-7%[138 µM],i,1%[87.6 µM],-19%[87.6 µM],4%[88.5 µM]

Screening data: PubChem BioAssay, National Center for Advancing Translational Sciences (NCATS)
